TRPC4 PAM: allosteric potentiators of mouse TRPC4 channel. actives 0.42% (n = 310,000). Q9QUQ5. B-score at 10 µM. AID 2227. HEK293 TRPC4beta/mu-opioid, DAMGO EC20, Fluo-4 Ca2+ flux; active compounds read high;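 active means B-score of calcium response area above 5 SD of library B-scores, with initial fluorescence ratio within 5 SD of library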;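 further: B-score of integrated fluorescence ratio over time as area under calcium response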
TRPC4 inh: blocks the mouse TRPC4 cation channel; HEK293 TRPC4beta/mu-opioid, DAMGO-evoked Fluo4 calcium flux; active compounds read low; B-score at 10 µM; actives 0.39% (n = 300,000); AID 2247; Q9QUQ5;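 active means B-score over 3 SD under the library average, no early fluorescence shift, positive overall ratio signal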
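Assay system: Stable TRPC4beta/mu-opioid receptor HEK293 cells | Reagent: DAMGO in two steps, submaximal then maximal | Compound dosing: Single concentration per test compound | Signal: Fluo4 Ca2+ flux fluorescence | Evaluation: Per-well B score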
PolyA inhibitor: inhibitors of polyadenylation in S. cerevisiae | S. cerevisiae SKY197-pL101 polyadenylation reporter, beta-gal luminescence; efflux-impaired pdr1/pdr3 knockout yeast; score 100 = 6 SD above DMSO | calls only at 12 µM | actives 0.02% (n = 300,000);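 active means lowest replicate activity score at least 50, where 100 means six control SD above control mean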;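 further: yeast exposed to compound for 9 h at 30 °C; higher score means more reporter readthrough which indicates perturbed polyadenylation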
KCNK3 block: human KCNK3 channel inhibition, primary screen; O14649; AID 602410; actives 0.84% (n = 340,000); B-score at 10 µM; CHO-KCNK3 thallium flux, FluxOR fluorescence; active compounds read low;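 active means B-score under library mean minus 4 SD, starting fluorescence ratio at most library mean plus 5 SD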;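 further: more negative B-score means stronger inhibition of thallium flux through KCNK3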
Platelet DG rel: platelet dense granule release activity. inhibition, %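 (compounds screened at 7.5 µM in platelet-rich plasma)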. human platelet-rich plasma, SFLLRN dense granule ATP release, luminescence. actives 0.22% (n = 300,000);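 active means mean replicate score, as percent of positive control, at or above 50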
KCNQ1 block: inhibitors of human KCNQ1 potassium channel | actives 1.3% (n = 310,000) | AID 2642 | P51787 | B-score at 10 µM | CHO-K1 KCNQ1, FluxOR thallium flux fluorescence; active compounds read high;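 active means compounds whose thallium flux B-score, printed positive for inhibition, exceeds three library SD while starting fluorescence stays within three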;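 further: channel opened by potassium depolarization with thallium stimulus after 20 min compound exposure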
Target sequence (P51787 whole entry, looked up): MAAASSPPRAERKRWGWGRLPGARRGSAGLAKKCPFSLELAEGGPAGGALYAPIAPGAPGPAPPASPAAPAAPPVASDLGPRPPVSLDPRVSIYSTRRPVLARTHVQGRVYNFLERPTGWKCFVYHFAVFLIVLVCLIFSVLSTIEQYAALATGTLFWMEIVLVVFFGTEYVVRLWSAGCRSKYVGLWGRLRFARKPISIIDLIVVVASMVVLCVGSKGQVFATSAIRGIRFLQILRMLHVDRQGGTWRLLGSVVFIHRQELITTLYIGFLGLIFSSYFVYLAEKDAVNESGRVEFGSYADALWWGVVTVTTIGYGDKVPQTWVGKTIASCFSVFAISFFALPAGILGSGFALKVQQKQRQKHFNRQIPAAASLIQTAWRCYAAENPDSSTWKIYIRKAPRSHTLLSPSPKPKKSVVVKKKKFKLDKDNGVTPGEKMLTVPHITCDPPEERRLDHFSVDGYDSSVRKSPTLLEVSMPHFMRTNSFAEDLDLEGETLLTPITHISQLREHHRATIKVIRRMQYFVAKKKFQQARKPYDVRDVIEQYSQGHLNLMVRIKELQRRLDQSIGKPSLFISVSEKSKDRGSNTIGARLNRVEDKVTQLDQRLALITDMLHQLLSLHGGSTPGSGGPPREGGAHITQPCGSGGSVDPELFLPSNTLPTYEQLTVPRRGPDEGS
TRPC4 act: activators of mouse TRPC4 channel. B-score at 10 µM. HEK293 TRPC4beta/mu-opioid, Fluo4 calcium fluorescence; active compounds read high. actives 0.49% (n = 310,000). Q9QUQ5;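 active means B-score above 5 SD of library B-scores, and initial fluorescence ratio not above library mean plus 5 SD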;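 further: positive B-score marks a calcium rise read as TRPC4 activation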
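System – HEK293 cells stably co-expressing mouse TRPC4beta and mu-opioid receptor · Signal – Fluo4 calcium-sensitive dye fluorescence, kinetic, 1 Hz baseline · Benchmarks – buffer (low) and maximal DAMGO (high) · Read-out – B score of integrated fluorescence ratio per well · Incubation – dye loading 45 min room temperature, 110 s kinetic read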
KCNQ1 act: human KCNQ1 channel potentiation or activation | P51787 | CHO-K1 KCNQ1, thallium flux FluxOR fluorescence; active compounds read high | B-score at 10 µM | actives 0.35% (n = 310,000) | AID 2648;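 active means fluorescence ratio B-score, a plate-corrected score, at least three library SD, with initial intensity B-score within 5 SD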
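Test system: CHO-K1 cells stably expressing KCNQ1 / Medium: assay buffer / Also added: depolarizing K+/Tl+ stimulus, K2SO4 and Tl2SO4 each 12.5 mM in 5x stock / Incubation: 90 min dye loading and 20 min compound exposure, both at room temperature / Signal: thallium influx via FluxOR fluorescence, kinetic imaging / Evaluation: B score of baseline-normalized fluorescence ratio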
KCNK9 inh: human KCNK9 channel inhibition. Q9NPC2. HEK293 KCNK9, FluxOR thallium flux fluorescence; active compounds read low. B-score at 10 µM. actives 1.2% (n = 310,000). AID 488922;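 active means ratio B-score over 3 SD below the library mean, with starting fluorescence within 5 SD of its mean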;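 further: negative B-score means less thallium flux so channel inhibition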
Target sequence (Q9NPC2 whole entry, looked up): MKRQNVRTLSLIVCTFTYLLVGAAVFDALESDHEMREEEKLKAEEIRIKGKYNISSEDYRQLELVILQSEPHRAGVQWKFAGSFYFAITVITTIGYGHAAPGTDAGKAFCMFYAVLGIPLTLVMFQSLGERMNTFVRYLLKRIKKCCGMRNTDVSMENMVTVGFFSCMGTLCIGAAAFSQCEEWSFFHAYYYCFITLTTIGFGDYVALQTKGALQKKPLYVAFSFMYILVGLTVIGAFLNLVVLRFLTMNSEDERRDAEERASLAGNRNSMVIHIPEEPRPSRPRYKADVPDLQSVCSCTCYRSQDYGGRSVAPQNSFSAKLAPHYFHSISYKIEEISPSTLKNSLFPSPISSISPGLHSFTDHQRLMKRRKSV
Dyrk1A ADPGlo: Dyrk1A (rat) kinase inhibition. ADP-Glo luminescence, NFATc1 peptide. inhibition, % at 12.5 µM. actives 0.43% (n = 310,000). AID 504441; in the data active means inhibition above about 50%;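 further: plate controls were vehicle with enzyme for no effect and no enzyme for full effect; many of its hits are not listed in these tables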
hERG protect: shields human hERG channel from block by proarrhythmic agents; Q12809; CHO-hERG, FluxOR thallium flux, dofetilide IC70 present; activation (rescue from dofetilide block), less the hit threshold, % at 10 µM; actives 0.51% (n = 310,000);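 active means activation above the mean of controls blocked by dofetilide plus 5 SD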;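 further: thallium influx through hERG after potassium depolarization seen as dye fluorescence rise; in these data hits start at about 4.7%; inactives centre near -7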
* marks the source's active call; other numbers are inactive results; i = inactive; . = no result given; & = joins results of further samples. Only part of the results is shown; the hit share may differ from the screen's.

molecule,TRPC4 act,Platelet DG rel,KCNQ1 block,hERG protect,PolyA inhibitor,KCNK9 inh,TRPC4 inh,KCNK3 block,TRPC4 PAM,Dyrk1A ADPGlo,KCNQ1 act
COc1ccc(CCC(=O)OCC(=O)c2c(N)n(CC(C)C)c(=O)n(C)c2=O)cc1,i,16,i,-22,i,i,i,i,i,-11,i
O=C(Nc1sccc1C(=O)N1CCOCC1)c1cccnc1,i,8,i,-3,i,i,i,i,i,4,i
CCOc1ncccc1C(=O)OCC(=O)Nc1cc(C)ccc1C,i,17,i,-7,i,i,i,i,i,-4,i
O=C(c1cc(COc2ccc3ncccc3c2)on1)N1CCCCCC1,i,-2,7*,-17,i,i,i,i,i,9,i
O=C(NNC(=S)NC(=O)c1cccnc1)c1ccc(Cl)cc1,i,-2,i,-11,i,i,i,i,i,2,i
Cc1nn(C)c(N)c1C(O)(c1nccn1C)C(F)(F)F (centres undefined),i,-4,i,1,i,i,i,i,i,19,i
CCCC(C(=O)NC1CCCC1)N(CC1CCCO1)C(=O)c1snc(C(N)=O)c1N (centres undefined),i,3,i,-10,i,i,i,i,i,-3,i
COCCCNC(=O)c1ccc(Cn2c(=O)c3ccccc3n(Cc3cc(C)ccc3C)c2=O)cc1,i,2,i,-12,i,i,i,i,i,-6,i
O=C(COC(=O)c1ccco1)c1ccc(S(=O)(=O)N2CCCCC2)cc1,i,-6,i,-8,i,i,i,i,i,0,i
CCNC(=S)NS(=O)(=O)c1ccc(Cl)cc1,i,-1,i,-7,i,i,i,i,i,2,i
COc1ccc(NC(=S)NCCc2ccc(Cl)cc2)c(OC)c1,i,2,i,-6,i,i,i,i,i,-2,i
COC(=O)CCC(=O)N1CCCC(N2CCN(c3cccc(C(F)(F)F)c3)CC2)C1 (centres undefined),i,0,i,-6,i,i,i,i,i,-5,i
O=C(Nc1ccnn1C1CCN(C2CCC2)CC1)c1ccccc1,i,-2,i,-8,i,i,i,i,i,-6,i
O=C1NC2(CCCCCC2)Oc2ccccc21,i,-5,i,-12,i,i,i,i,i,8,i
CCN(CC)C(=O)CSc1nnc(-c2ccccn2)n1-c1ccccc1OC,i,10,i,-16,i,i,i,i,i,-6,i
CCOC(=O)CSc1nc(-c2ccccc2)nc2ccc(C)cc12,i,-1,i,-24,i,i,i,i,i,-2,i
C=CCNc1nc(Cl)nc(Nc2ccc(OCC)cc2)n1,i,-9,i,-2,i,i,i,i,i,1,i
C#CCOc1ccc(C2C3=C(CC(C)(C)CC3=O)N(CC(=O)O)C3=C2C(=O)CC(C)(C)C3)cc1,i,1,i,-3,i,i,i,i,i,.,i
CSCc1c(C(=O)Nc2ccc(N3CCOCC3)cc2)oc2ccccc12,i,1,i,-2,i,i,i,i,i,-3,i
Cc1nn(Cc2ccccc2)c(C)c1NC(=O)CSc1nc2c(c(C(F)(F)F)n1)CCc1ccccc1-2,i,3,i,-3,i,i,i,i,i,-6,i
Cc1ccc(CCNC(=O)C2CCN(S(=O)(=O)N3CCCCC3)CC2)cc1,i,5,i,-6,i,i,i,i,i,2,i
COc1ccc([C@@H]2[C@@H]3C(=O)N(C(C)(C)C)C(=O)[C@@H]3[C@]3(Cc4ccccc4)C(=O)N(c4cccc(F)c4)C(=O)N23)cc1,i,-3,i,-7,i,i,i,i,i,-3,i
COC(=O)N1CCN(CCc2ccccc2)CC1,i,10,i,-19,i,i,i,i,i,.,i
Cc1cccc(C(=O)Nc2ccnc(-c3ccncc3)n2)c1,i,3,i,-19,i,i,i,i,i,30,i
O=C(COc1ccc(Cl)cc1)N1CCN(Cc2ccc3c(c2)OCO3)CC1,i,-24,i,-2,i,i,i,i,i,11&0,i
C/C(=N/NC(=O)c1ccc(Cl)s1)c1cccnc1,i,-2,i,-12,i,i,i,i,i,45,i
Cc1coc2cc3oc(=O)c(CCC(=O)NCCN4CCOCC4)c(C)c3cc12,i,-5,i,-3,i,i,i,i,i,0,i
CCN1CCN(c2ccc(S(=O)(=O)N3CCCCC3)cc2NC(=O)CC(NC(C)=O)c2ccccc2)CC1 (centres undefined),i,0,i,-9,i,i,i,i,i,-1,i
CCC(=O)Nc1ccc(C(=O)CSc2nnc(CNc3ccc(Cl)cc3)o2)cc1OC,i,-10,i,1,i,i,i,i,i,-4,i
COc1ccc(CNC(=O)c2ccc(Cn3cc(Cl)cn3)o2)cc1,i,-1,i,-3,i,i,i,i,i,26,i
CCc1ccc(OCC(=O)N/N=C(\C)c2ccc(-n3ccnc3)cc2)cc1,i,10,i,-13,i,i,i,i,i,-2,i
Cc1ccc(NC(=O)COC(=O)CCc2c[nH]c3ccccc23)cc1[N+](=O)[O-],i,-2,i,-4,i,i,i,i,i,-3,i
CCOc1ncccc1C(=O)NCc1ccccc1F,i,-4,i,-18,i,i,i,i,i,4,i
O=C(NCCCN1CCOCC1)c1ccc(S(=O)(=O)N2CCOCC2)cc1,i,-2,i,-6,i,i,i,i,i,.,i
CCCn1c(C(C)NC(=O)c2ccccc2)n[nH]c1=S (centres undefined),i,8,i,-9,i,i,i,i,i,9,i
C=CC(=O)NC(C)(C)Cc1ccccc1,i,4,i,-13,i,i,i,i,i,-5,i
CC1CCCN(c2nc3c(c(=O)n(C)c(=O)n3C)n2Cc2ccccc2)C1 (centres undefined),i,-2,i,-17,i,i,i,i,i,5,i
Cc1ccc(CNS(=O)(=O)c2c(C(=O)N3CCCCCC3)c(C)n(C)c2C)cc1,i,6,i,-5,i,i,i,i,i,1,i
COc1ccc(N(Cc2nnc3n2CCCCC3)C(=O)Nc2ccccc2)cc1,i,-2,i,-8,i,i,i,i,i,.,i
COc1ccc(NC(=O)CCC(=O)N(Cc2ccc(OC)c(OC)c2)c2nccs2)cc1,i,5,i,-3,i,i,i,i,i,-4,i

Reformatted as labelled records: 2 of the compounds above
Cc1ccc(CNS(=O)(=O)c2c(C(=O)N3CCCCCC3)c(C)n(C)c2C)cc1
  TRPC4 act: i	Platelet DG rel: 6	KCNQ1 block: i	hERG protect: -5	PolyA inhibitor: i	KCNK9 inh: i	TRPC4 inh: i	KCNK3 block: i	TRPC4 PAM: i	Dyrk1A ADPGlo: 1	KCNQ1 act: i
CC1CCCN(c2nc3c(c(=O)n(C)c(=O)n3C)n2Cc2ccccc2)C1 (centres undefined)
  TRPC4 act: i	Platelet DG rel: -2	KCNQ1 block: i	hERG protect: -17	PolyA inhibitor: i	KCNK9 inh: i	TRPC4 inh: i	KCNK3 block: i	TRPC4 PAM: i	Dyrk1A ADPGlo: 5	KCNQ1 act: i

More entries
molecule,TRPC4 act,Platelet DG rel,KCNQ1 block,hERG protect,PolyA inhibitor,KCNK9 inh,TRPC4 inh,KCNK3 block,TRPC4 PAM,Dyrk1A ADPGlo,KCNQ1 act
Cn1c(=O)[nH]c(=O)c2c1nc(N1CCCCC1)n2CC(O)COc1ccccc1 (centres undefined),i,-4,i,-14,i,i,i,i,i,5,i
CCCCn1c(NC(=O)c2ccco2)c(S(=O)(=O)c2ccc(C)cc2)c2nc3ccccc3nc21,i,0,i,-6,i,i,i,i,i,-1,i
O=C1NN=C(c2ccc(Cl)cc2)CC1c1c[nH]c2ccccc12 (centres undefined),i,-1,i,-6,i,i,i,i,i,4,i
O=C(CCN1C(=O)/C(=C/c2ccc3c(c2)OCO3)SC1=S)Nc1ccc(C(=O)O)cc1,i,32,i,-5,i,i,i,i,i,-3,i
Cc1ccc(C(C)C)cc1OCC(=O)NC1CCCCCCC1,i,-44,9*,-8,i,i,i,-10*,i,-1,i
CC(=O)Nc1cc(NC(C)=O)cc(C(=O)OCC(=O)c2ccc3c(c2)NC(=O)CO3)c1,i,2,i,-8,i,i,i,i,i,.,i
CC(=O)c1cccc(NC(=O)COC(=O)CCc2ccc(S(=O)(=O)N3CCOCC3)cc2)c1,i,7,i,-6,i,i,i,i,i,-7,i
OCC[C@H]1C[C@@H](O)[C@H](O)[C@@]2(CCCO2)O1,i,-7,i,-5,i,i,i,i,i,3,i
COc1ccc(CCNC(=O)COc2ccc(-c3ccc(C)cc3)cc2)cc1OC,i,9,i,-2,i,i,i,i,i,2,i
CCc1ccccc1NC(=O)Nc1cccs1,i,-12,i,-19,i,i,i,i,i,6,i
COc1ccc(Cc2nc3ccccc3n2CC(=O)N/N=C/c2ccc(O)cc2)cc1OC,i,-7,i,-7,i,i,i,i,i,0,i
CCOc1cccc(C(=O)Nc2cccc(NC(=O)c3ccco3)c2)c1,i,-2,i,-23,i,-6.8*,i,-12*,i,3,i
Cc1ccnc(N2C(=O)c3ccccc3C2Nc2ccc3c(c2)OCCO3)c1 (centres undefined),i,1,i,-8,i,i,i,i,i,12,i
O=C(C1CCCN(Cc2ccccc2F)C1)N1CCCC1 (centres undefined),i,-9,i,-6,i,i,i,i,i,.,i
Cc1cc(C(=O)c2ccccc2)nc2ccccc12,i,5,i,-10,i,i,i,i,i,4,i
CCOC(=O)c1c(C)[nH]c(O)c1C=Nc1ccccc1,i,-1,i,-4,i,i,i,i,i,-3,i
Cc1cccc(C)c1OCCCCN1CCCCC1,i,16,i,-5,i,i,i,i,i,5,i
Cc1ccnc(Nc2nc(-c3ccccc3)cs2)c1,i,-1,i,1,i,i,i,i,i,12,i
COc1ccc2c(COC(=O)CCS(=O)(=O)c3ccc(C)cc3)cc(=O)oc2c1,i,-7,i,-11,i,i,i,i,i,-1,i
Cc1ccc(/C=N/NC(=O)Cc2cccs2)o1,i,38,i,-5,i,i,i,i,i,-3,i
Cc1cc(=O)oc2cc(OC(C)C(=O)N3CCCc4ccccc43)ccc12 (centres undefined),i,-6,i,-13,i,i,i,i,i,13,i
O=C(CCC1CCCC1)Nc1ccccc1-c1ccccc1,i,-5,i,-3,i,i,i,i,i,4,i
CCSc1nnc(NC(=O)CSc2nc(C)cc(C)n2)s1,i,1,i,-3,i,i,i,i,i,6,i
CC(C(=O)NC(=O)NC1CCCCC1)N1CCN(c2ccccn2)CC1 (centres undefined),i,4,i,-11,i,i,i,i,i,-4,i

Screens (PubChem BioAssay)
